Compound activity as filed in PubChem BioAssay.
Wnt act – activators of Wnt/beta-catenin signaling | Wnt/beta-catenin reporter cell assay, activator, plate reader | activation, % at 9.35 µM | 300,000 compounds, 1.2% hits; in the data active = activation above about 30%, passing the limit was not always enough;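 note: 0% = neutral control wells and 100% = positive control wells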
Rtt109 Vps75 – blocks Candida albicans Rtt109/Vps75 acetyltransferase activity. 330,000 compounds, 0.16% hits. inhibition, % at 34.9 µM. purified Rtt109/Vps75, ThioGlo CoA-SH fluorescence, 4 h;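 active = inhibition of at least 50% in every replicate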
HTR5A ag ctr – counter-screen for OPRM1-OPRD1 agonists: human HTR5A agonism; HTR5A agonist assay, luminescence, cell-based; activation, % at 9.3 µM; 340,000 compounds, 0.61% hits; P47898; in the data active = activation mostly above about 9.5%, no sharp cut-off; inactive = mostly below about 7.6%;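 note: 0% = cells with vehicle only and 100% = reference agonist; strong numbers were not always called active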
Target sequence (P47898 whole entry, looked up): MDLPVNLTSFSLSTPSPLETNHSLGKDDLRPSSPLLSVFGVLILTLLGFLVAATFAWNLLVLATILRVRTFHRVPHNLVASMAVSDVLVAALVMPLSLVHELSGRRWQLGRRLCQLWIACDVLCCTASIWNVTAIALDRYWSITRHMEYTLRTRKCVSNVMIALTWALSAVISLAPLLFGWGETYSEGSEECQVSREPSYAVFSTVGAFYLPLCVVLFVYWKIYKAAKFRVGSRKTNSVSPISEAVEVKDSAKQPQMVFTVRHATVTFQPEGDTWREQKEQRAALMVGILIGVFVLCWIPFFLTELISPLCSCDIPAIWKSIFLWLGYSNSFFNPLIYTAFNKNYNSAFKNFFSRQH
SR-BI uptake up – SR-BI HDL lipid transfer activation | CHO ldlA[mSR-BI] cells, DiI-HDL uptake fluorescence, 3 h; 100 = double the neutral-control signal | activation, % at 12.5 µM | 320,000 compounds, 0.096% hits | AID 504775;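 active = mean replicate activation of at least 60% and every replicate at or above 60%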;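 note: 0% = median plate neutral-control signal and 100% = twice that signal; values of inactives mirror those of a sister screen read the other way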
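Assay system: LDL receptor-deficient CHO ldlA cells overexpressing murine SR-BI / Medium: BSA-supplemented, HEPES-buffered Ham's F12, pH 7.4 / Probe or stimulus: DiI-labelled HDL at 10 µg/mL final / Timing: compound with DiI-HDL co-incubation, 3 h at 37 °C / Technique: bottom-read cell fluorescence after medium removal, ex 550/em 595 nm / Measure: HDL uptake via cellular fluorescence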
dFosB act – enhances mouse delta FosB homodimer DNA binding; P13346; purified delta FosB, TAMRA-CDK5 oligo fluorescence polarization; percent of positive-control signal above neutral wells; activation, % at 25 µM; 340,000 compounds, 0.99% hits; AID 493131;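 active = mean activation above about 17%, with every replicate also reaching it, limit read from the data, passing the limit was not always enough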;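 note: fluorescence polarization rise as delta FosB binds a TAMRA Cdk5 AP-1 oligo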
PvdQ inh – P. aeruginosa PvdQ acylase inhibition. 340,000 compounds, 0.063% hits. purified PvdQ acylase, fluorescence plate reader. AID 488965. inhibition, % at 10 µM; in the data active = inhibition above about 30%, passing the limit was not always enough;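 note: 0% = vehicle neutral wells and 100% = reference inhibitor wells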
SR-BI HDL uptake – mouse SR-BI HDL lipid transfer inhibition. AID 488896. inhibition, % at 12.5 µM. Q61009. 320,000 compounds, 0.96% hits. ldlA[mSR-BI] CHO cells, DiI-HDL uptake fluorescence, 3 h;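 active = mean replicate inhibition of at least 70% and a set share of replicates each scoring 70 or more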;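 note: 0% = median of neutral control wells and 100% = median of positive control wells; values of inactives mirror those of a sister screen read the other way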
Target sequence (Q61009 whole entry, looked up): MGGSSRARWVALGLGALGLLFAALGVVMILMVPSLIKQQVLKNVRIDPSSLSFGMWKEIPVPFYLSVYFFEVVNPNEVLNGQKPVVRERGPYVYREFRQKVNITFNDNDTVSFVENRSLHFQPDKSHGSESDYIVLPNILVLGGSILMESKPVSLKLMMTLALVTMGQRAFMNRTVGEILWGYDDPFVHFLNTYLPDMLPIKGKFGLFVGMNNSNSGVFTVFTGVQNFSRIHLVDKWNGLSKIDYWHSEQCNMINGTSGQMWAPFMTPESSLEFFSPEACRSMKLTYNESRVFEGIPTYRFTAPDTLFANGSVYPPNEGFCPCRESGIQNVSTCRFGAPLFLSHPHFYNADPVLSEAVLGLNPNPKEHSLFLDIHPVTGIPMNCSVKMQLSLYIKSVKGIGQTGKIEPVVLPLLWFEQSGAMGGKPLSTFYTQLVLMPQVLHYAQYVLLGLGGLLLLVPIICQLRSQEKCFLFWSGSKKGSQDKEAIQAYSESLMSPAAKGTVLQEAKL
CDK5 inh – CDK5/p35 (human) kinase inhibition | Recombinant CDK5/p35, ADP-Glo luminescence, 60 min | 330,000 compounds, 0.01% hits | Q00535+Q15078 | AID 488839 | inhibition, % at 10 µM;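 active = highest replicate inhibition of at least 50% and at least 75% of replicates reaching 50%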;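 note: plate controls were DMSO neutral control for no effect and GW8510 at 10 µM for full effect; many of its hits are not listed in these tables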
MITF TRPM1 HTS – activators of MITF-driven TRPM1 promoter activity in SK-MEL-5 cells. 300,000 compounds, 0.75% hits. AID 588334. activation, % at 12.5 µM. SK-MEL-5 TRPM1-promoter luciferase, 24 h; % of positive control, neutral wells = 0;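 active = mean activation of at least 80% with every replicate also reaching 80%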;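 note: 0% = neutral control wells and 100% = parthenolide positive control wells; values of inactives mirror those of a sister screen read the other way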
cardiac RTF act – cardiac RTF calcium sensitization. activation, % at 7.2 µM. P19429+P45379. AID 493008. IANBD-labeled TnC RTF fluorescence at EC20 calcium; 0% EC20 calcium, 100% full calcium. 340,000 compounds, 0.24% hits;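 active = activation above the mean over all tested compounds plus 3 SD, cut at about 30% in these data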;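 note: rise in fluorescence read as greater calcium sensitivity of cardiac thin filaments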
Starred values were filed as active, the others as inactive; / = no result given. Rows are unselected. Share with any hit: about 4.4%.

SMILES	Wnt act	Rtt109 Vps75	HTR5A ag ctr	SR-BI uptake up	dFosB act	PvdQ inh	SR-BI HDL uptake	CDK5 inh	MITF TRPM1 HTS	cardiac RTF act
COc1ccc(-n2c(CCc3ccccc3)n[nH]c2=S)cc1	-0.9	4.7	6.1	-5.3	-9.2	5.3	5.3	-1.7	1.6	-2.2
CCc1ccc(C2NC(=S)NC3=C2C(=O)N(c2ccccc2OC)C(c2ccc(CC)cc2)N3)cc1 (stereo not given)	-4.0	6.2	21.6*	-5.2	100.5*	4.7	5.2	1.6	-3.7	-4.2
Cc1cc(OCC(=O)N2CCC(C(=O)O)CC2)c2c(C)c(C)c(=O)oc2c1	-1.7	-33.6	0.8	13.7	-11.2	-13.0	-13.7	-2.4	4.2	13.4
O=S(=O)(c1ccc(NC(=S)NN=Cc2ccccc2O)cc1)N1CCCCC1	66.8*	12.9	9.3	-91.8	-7.9	7.0	91.8*	0.9	/	-0.5
Cc1cccc(NC(=O)[C@@H]2CCCN2C(=O)OC(C)(C)C)c1C	1.4	-0.1	8.3	29.6	2.0	-0.1	-29.6	-1.3	-0.7	-1.4
Cc1ccc2oc(=O)cc(CN3CCN(Cc4ccccc4)CC3)c2c1	-1.3	7.0	1.5	5.1	-4.5	-2.6	-5.1	-2.5	-16.6	-1.9
C/C(=N\NC(=O)C1COc2ccccc2O1)c1ccccn1 (stereo not given)	/	1.7	3.8	-0.8	-3.9	4.7	0.8	-0.9	-82.4	-1.2
CC(Oc1ccc2ccc(=O)oc2c1)C(=O)c1ccccc1 (stereo not given)	-0.2	13.2	0.9	19.4	2.0	-9.7	-19.4	/	1.2	-3.0
COc1cccc(-c2nn(-c3ccccc3)cc2CNC(C)Cn2cncn2)c1 (stereo not given)	-1.3	2.2	4.5	-8.9	-4.6	0.7	8.9	0.3	3.3	-0.5
Cc1noc(C)c1CSCC(=O)N(C)CC(=O)Nc1ccccc1Cl	-0.8	-4.7	0.2	25.3	-1.3	3.4	-25.3	-2.0	-7.0	-2.6
CCOC(=O)/C=C/C(=O)N1CCN(C(=O)/C=C/C(=O)OCC)CC1	4.4	-10.8	5.3	13.0	1.9	0.6	-13.0	1.1	0.3	0.8
CCCc1cc(=O)oc2cc(OC(C)C(=O)NCC3CCC(C(=O)O)CC3)c(Cl)cc12 (stereo not given)	-1.1	2.1	-1.3	13.0	1.9	-12.3	-13.0	-1.3	5.9	-0.3
COc1ccccc1NC(=O)c1ccc(COc2ccc3c(c2)CCC3)cc1	1.6	2.0	3.5	51.9	1.4	-0.9	-51.9	-1.5	11.2	0.2
O=C(Nc1cccc(F)c1)OC(CN1CCCCC1)C(F)(F)F (stereo not given)	-1.9	0.2	1.2	-0.3	-4.2	0.7	0.3	-1.0	/	4.8
CCOC(=O)c1c(C)n(C)c2ccc(OC)c(NC(=O)CN3CCSCC3)c12	-4.5	1.7	6.3	6.7	-7.2	-8.7	-6.7	1.2	0.6	-2.3
COc1cc(NS(=O)(=O)c2ccc(NC(=S)NC(=O)C(C)(C)C)cc2)nc(OC)n1	0.9	8.6	2.9	32.0	-1.1	-4.2	-32.0	-0.9	0.1	-4.1
Cc1ccc(N2CC(C(=O)OCc3nnc(-c4ccccc4)o3)CC2=O)cc1 (stereo not given)	2.6	-2.8	1.8	3.6	-6.1	-16.1	-3.6	3.3	14.3	-1.1
O=C1OC(c2ccccc2)(c2ccc3cc(O)ccc3c2)c2ccccc21 (stereo not given)	-2.5	-0.7	3.5	-16.2	-24.8	-6.9	16.2	0.5	-3.4	4.2
N#C/C(=C\c1ccc(OC(F)F)cc1)C(=O)N1CCCCC1	-1.8	-1.9	-2.9	-0.2	-5.8	-11.4	0.2	1.0	3.4	4.9
CC(=O)N1CCN(c2ccnc3cc(Cl)ccc23)CC1	0.6	-10.5	-3.7	-15.9	-5.8	8.4	15.9	-0.4	9.4	10.2
CC(C)CCNC(=O)CN1N=C(c2ccc(Cl)cc2)CCC1=O	0.0	-5.0	1.0	35.7	-6.3	-9.5	-35.7	-1.2	2.6	-5.0
CC1CC(C)CN(S(=O)(=O)c2ccc(C(=O)NNC(=O)c3ccccc3F)cc2)C1 (stereo not given)	8.4	1.8	3.1	3.0	3.4	11.0	-3.0	5.3	1.3	1.1
CCOC(=O)c1sc(-c2ccc(OC)cc2)cc1NC(C)=O	2.5	3.8	1.8	-9.0	-12.0	-13.8	9.0	-0.9	40.7	2.8
COc1ccc(C)cc1S(=O)(=O)N(CC(=O)Nc1cccc([N+](=O)[O-])c1)c1ccccc1	-3.5	-22.7	6.0	-4.1	-11.7	-13.3	4.1	0.4	8.0	0.5
N#Cc1cc2c(nc1Cl)CCC2	4.7	5.0	1.7	7.1	-2.5	-17.6	-7.1	-3.8	/	6.2
O=C(CCn1c(=O)oc2ccccc21)N1CCN(c2ccccc2Cl)CC1	-8.2	10.5	0.9	-14.8	-5.2	-19.3	14.8	-0.4	-22.8	-2.1
CCc1[nH]nc2c1C(C(C)C)C(C#N)=C(N)O2 (stereo not given)	-4.1	-7.6	0.4	7.4	1.0	-4.9	-7.4	-1.6	/	6.2
CCOC(=O)C1CCCN(C(=S)NC(=O)/C=C/c2ccc(F)cc2)C1 (stereo not given)	-1.1	-19.3	3.1	-8.0	-13.2	13.4	8.0	-0.4	0.2	2.8
CCCN1C(=O)c2cc(C(=O)Nc3ccc(OC)c(OC)c3)ccc2C1Nc1ccc(OC)c(OC)c1 (stereo not given)	-1.3	1.3	6.1	-53.7	-3.9	-7.0	53.7	-8.2	2.5	-0.5
O=C(Nc1nccs1)c1cn(-c2ccccc2)nc1-c1ccccc1	-3.3	0.5	3.1	-63.2	5.7	-4.5	63.2	-0.8	12.0	-1.4
Nn1c(SCc2ccc(C(=O)O)cc2)nnc1-c1ccc(Cl)cc1Cl	4.0	-3.2	5.8	5.1	-4.6	-6.7	-5.1	-1.3	-0.5	-2.1
O=C1NC[C@H](Cc2ccccc2)N(CC2CCN(CC3CCCC3)CC2)C1=O	0.3	4.6	3.1	3.4	6.1	-6.2	-3.4	0.0	-2.5	-5.2
COc1ccc2nc(SCCN(C)C)[nH]c2c1	0.2	-0.2	-4.4	8.9	2.1	-4.1	-8.9	-1.0	0.4	2.7
Cc1cc(C)c(NC(=O)COC(=O)CCn2c(C)csc2=O)c(C)c1	0.8	-0.7	6.0	36.2	-3.1	-10.5	-36.2	-5.3	3.9	6.5
CCN1CCN(c2ccc([N+](=O)[O-])cc2C(=O)c2ccc(Cl)cc2)CC1	/	0.5	9.0	21.0	2.8	-6.7	-21.0	1.3	-3.7	-8.1
CCC(C)N(C(=O)CSc1nc(C)nc2ccccc12)C1CCS(=O)(=O)C1 (stereo not given)	-6.3	-76.8	-0.9	1.9	0.7	-19.3	-1.9	1.5	-30.3	-2.5
Cc1occc1-c1nnc(SCC(=O)NC2CCCC2)n1-c1ccccc1	/	2.2	1.8	-2.4	-8.4	-9.9	2.4	-1.3	/	-3.0
CCn1ncc(CNC(=O)C2(C)CC2(Cl)Cl)c1C (stereo not given)	0.5	-4.4	1.2	16.6	-2.4	4.7	-16.6	0.2	11.4	2.9
CCC(C)C(NC(=O)OCc1ccccc1)C(=O)NC(Cc1ccc(O)cc1)C(=O)OC (stereo not given)	-1.0	-0.6	-5.8	18.6	-5.2	-5.1	-18.6	-5.9	-1.3	4.2
Clc1ccc(SCc2cc(-c3ccccc3)on2)cc1	-2.0	-2.3	11.1	13.5	-4.5	8.4	-13.5	0.6	5.0	-5.1

Retrieved one by one from the entries so far (six):
SMILES	Wnt act	Rtt109 Vps75	HTR5A ag ctr	SR-BI uptake up	dFosB act	PvdQ inh	SR-BI HDL uptake	CDK5 inh	MITF TRPM1 HTS	cardiac RTF act
COc1ccc(C)cc1S(=O)(=O)N(CC(=O)Nc1cccc([N+](=O)[O-])c1)c1ccccc1	-3.5	-22.7	6.0	-4.1	-11.7	-13.3	4.1	0.4	8.0	0.5
COc1ccc2nc(SCCN(C)C)[nH]c2c1	0.2	-0.2	-4.4	8.9	2.1	-4.1	-8.9	-1.0	0.4	2.7
CCOC(=O)C1CCCN(C(=S)NC(=O)/C=C/c2ccc(F)cc2)C1 (stereo not given)	-1.1	-19.3	3.1	-8.0	-13.2	13.4	8.0	-0.4	0.2	2.8
CCCN1C(=O)c2cc(C(=O)Nc3ccc(OC)c(OC)c3)ccc2C1Nc1ccc(OC)c(OC)c1 (stereo not given)	-1.3	1.3	6.1	-53.7	-3.9	-7.0	53.7	-8.2	2.5	-0.5
CCOC(=O)c1sc(-c2ccc(OC)cc2)cc1NC(C)=O	2.5	3.8	1.8	-9.0	-12.0	-13.8	9.0	-0.9	40.7	2.8
O=C1NC[C@H](Cc2ccccc2)N(CC2CCN(CC3CCCC3)CC2)C1=O	0.3	4.6	3.1	3.4	6.1	-6.2	-3.4	0.0	-2.5	-5.2

Following part:
SMILES	Wnt act	Rtt109 Vps75	HTR5A ag ctr	SR-BI uptake up	dFosB act	PvdQ inh	SR-BI HDL uptake	CDK5 inh	MITF TRPM1 HTS	cardiac RTF act
CS(=O)(=O)N1CCC(C(=O)Nc2ccc(OCc3ccccc3)cc2)CC1	/	-1.1	-2.2	-2.2	-10.7	4.5	2.2	1.2	8.9	-9.8
COc1ccc2sc(-c3ccccc3OC)c(-c3ccc(OCCN4CCOCC4)cc3)c2c1	/	1.2	0.9	-7.1	1.6	11.1	7.1	0.0	11.3	-2.9
O=C(N/N=C/c1ccncc1)C1CC1C(=O)N/N=C/c1ccncc1 (stereo not given)	/	5.7	3.9	36.1	-2.1	-4.8	-36.1	0.2	-4.1	3.3
CCC(=O)Nc1ccc(S(=O)(=O)N2CCCCC2)cc1OC	/	-7.7	2.4	12.1	-2.1	-6.0	-12.1	-1.0	-1.2	-1.2
CCn1c(-c2ccco2)nc2ccccc21	1.6	-6.0	3.6	6.0	-8.0	-7.8	-6.0	-0.3	33.5	-2.7
Cc1cccc(NC(=O)Cn2c(=O)n(CCC(=O)NC3CCCC3)c(=O)c3ccccc32)c1	-2.6	12.4	-1.2	3.1	42.0*	-0.6	-3.1	-0.1	/	5.2
COc1ccc(NC(=O)C2CCN(c3ncnc4c3nc3n4CCCCC3)CC2)cc1Cl	0.6	-14.2	6.0	-58.1	-3.0	-12.3	58.1	-1.1	-32.9	-6.3
COc1ccccc1-c1nc(-c2ccncc2)no1	61.1*	-18.1	-1.3	1.6	-17.7	-16.5	-1.6	3.6	/	5.2
c1ccc(-c2cc3c(-n4cccc4)ncnc3o2)cc1	/	-2.5	-0.5	-34.5	-24.1	-9.3	34.5	1.8	-2.4	-0.7
O=C(CSc1nc(-c2ccco2)cc(C(F)(F)F)n1)NN1CCOCC1	-0.5	2.5	-0.1	-3.7	-11.7	5.5	3.7	-0.5	-7.6	0.5
